CHT allo act – allosterically activates the human high affinity choline transporter; 310,000 compounds, 0.49% hits; CHT-expressing cells, membrane potential dye, choline EC20; hits give high values; LV-AA mutant CHT in HEK293 cells; B-score at 10 µM; Q9GZV3; AID 488977;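 active = initial fluorescence not abnormally high and integrated response B-score, plate-corrected, over 3 SD above library mean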
Target sequence (Q9GZV3 whole entry, looked up): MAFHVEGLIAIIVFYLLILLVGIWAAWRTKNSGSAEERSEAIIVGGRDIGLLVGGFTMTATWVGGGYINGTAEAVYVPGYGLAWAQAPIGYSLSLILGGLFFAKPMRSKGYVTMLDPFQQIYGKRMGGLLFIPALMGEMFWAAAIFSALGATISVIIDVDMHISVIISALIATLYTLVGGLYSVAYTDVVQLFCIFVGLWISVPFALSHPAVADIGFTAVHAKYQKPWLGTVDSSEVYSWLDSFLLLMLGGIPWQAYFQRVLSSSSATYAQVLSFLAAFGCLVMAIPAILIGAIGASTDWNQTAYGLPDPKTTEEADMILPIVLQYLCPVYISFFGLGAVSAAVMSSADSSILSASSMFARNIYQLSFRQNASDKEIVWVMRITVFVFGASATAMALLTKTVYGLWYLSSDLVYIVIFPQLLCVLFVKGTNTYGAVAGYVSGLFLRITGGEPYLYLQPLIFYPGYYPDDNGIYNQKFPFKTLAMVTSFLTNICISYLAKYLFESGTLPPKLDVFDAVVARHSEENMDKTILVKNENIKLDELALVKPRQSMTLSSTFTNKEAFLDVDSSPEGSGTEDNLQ
CHT inh – human CHT choline transport inhibition; Q9GZV3; CHT-expressing cells, membrane potential dye, choline response; hits give low values; B-score at 10 µM; 310,000 compounds, 0.86% hits;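 active = B-score over 3 SD under the library average, and starting fluorescence ratio not unusually high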;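 note: choline stimulus applied at its EC90 after an EC20 pre-addition; B-score computed on integrated fluorescence ratio after choline addition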
Calls only; i = inactive.

SMILES	CHT allo act	CHT inh
CC1CCN(c2ccc3nnc(CCC(=O)Nc4ccc(F)cc4)n3n2)CC1	i	i
COc1ccc(-c2cc3nc(C)c(CCC(=O)NCc4ccco4)c(C)n3n2)c(OC)c1	i	i
CC(OC(=O)c1ccccc1NCCO)C(=O)NC1CCCCC1C (configuration not stated)	i	i
Cc1ccc(C)c(Nc2nc3c(S(=O)(=O)c4ccccc4)nnn3c3ccccc23)c1	i	i
COP(=O)(OC)c1nc(-c2ccc(C)cc2)oc1N1CCCCC1	i	i
Cc1ccc(/C=C/C(=O)OCC(=O)Nc2ccc3[nH]c(=O)[nH]c3c2)o1	i	i
COc1cc(C(c2nnnn2C2CCCC2)N2CCc3ccccc3C2)ccc1O (configuration not stated)	i	i
O=C1CCCc2ccccc2N1	i	i
COc1ccc(NC(=O)c2ccc3c(SCC(=O)O)c4c(nc3c2)CCCC4)cc1Cl	i	i
CCCCOC(=O)c1ccc(NC(=O)c2c(OC)cccc2OC)cc1	i	i
CCn1c(SCC(=O)Nc2nnc(C)s2)nnc1-c1ccncc1	i	i
Cc1cc(C)n(CCC(=O)N/N=C/c2ccc(O)cc2O)n1	i	i

Random excerpt: 6 records from the list
SMILES	CHT allo act	CHT inh
COc1ccc(-c2cc3nc(C)c(CCC(=O)NCc4ccco4)c(C)n3n2)c(OC)c1	i	i
Cc1cc(C)n(CCC(=O)N/N=C/c2ccc(O)cc2O)n1	i	i
COc1cc(C(c2nnnn2C2CCCC2)N2CCc3ccccc3C2)ccc1O (configuration not stated)	i	i
CC(OC(=O)c1ccccc1NCCO)C(=O)NC1CCCCC1C (configuration not stated)	i	i
Cc1ccc(C)c(Nc2nc3c(S(=O)(=O)c4ccccc4)nnn3c3ccccc23)c1	i	i
COc1ccc(NC(=O)c2ccc3c(SCC(=O)O)c4c(nc3c2)CCCC4)cc1Cl	i	i

Seven successive records out of the list so far:
SMILES	CHT allo act	CHT inh
Cc1ccc(/C=C/C(=O)OCC(=O)Nc2ccc3[nH]c(=O)[nH]c3c2)o1	i	i
COc1cc(C(c2nnnn2C2CCCC2)N2CCc3ccccc3C2)ccc1O (configuration not stated)	i	i
O=C1CCCc2ccccc2N1	i	i
COc1ccc(NC(=O)c2ccc3c(SCC(=O)O)c4c(nc3c2)CCCC4)cc1Cl	i	i
CCCCOC(=O)c1ccc(NC(=O)c2c(OC)cccc2OC)cc1	i	i
CCn1c(SCC(=O)Nc2nnc(C)s2)nnc1-c1ccncc1	i	i
Cc1cc(C)n(CCC(=O)N/N=C/c2ccc(O)cc2O)n1	i	i

Further results
SMILES	CHT allo act	CHT inh
COc1ccccc1/C=C/CN1CCNC(=O)C1CC(=O)NCCc1cnccn1 (configuration not stated)	i	i
COCCNc1nc(C(C)(C)C)nc2c1nnn2Cc1ccccc1Cl	i	i
Cc1nn(CCC(=O)O)c(C)c1C	i	i
COc1ccc(NC(=O)CN(C)S(=O)(=O)c2ccc3c(c2)OCCO3)c2ncccc12	i	i
CN(C)C(=O)CSc1nc2ccc(N3C(=O)c4ccccc4C3=O)cc2s1	i	i
CC(=O)Nc1nc(C(=O)Nc2c(C)n[nH]c2C)cs1	i	i
NC(=S)N(c1ccccc1)c1ccccc1	i	i
O=C(CCn1nnc2ccccc21)Nc1nnc(COc2ccc(F)cc2)s1	i	i
O=c1nc(N/N=C/c2ccccn2)cn[nH]1	i	i
COC(=O)C(F)(F)Sc1c(C)[nH]c2ccccc12	i	i
COC(=O)c1[nH]c2cc(OC)ccc2c1NC(=O)CCN1CCN(c2ccccc2)CC1	i	i
CC1=NNC(=O)C1CCC(=O)N/N=C\c1ccccc1[N+](=O)[O-] (configuration not stated)	i	i
COc1ccc(C(=O)Nc2ccc(S(=O)(=O)N3CCCC3)cc2)c(OC)c1	i	i
Cc1cccc(Cl)c1NC(=O)N1CCCN(c2ncccc2[N+](=O)[O-])CC1	i	i
Cn1c(CNC(=O)c2ccco2)nnc1SCC(=O)Nc1ccc(Cl)cc1	i	i
COCCNC(=O)c1cccc2c1-c1ccccc1C2=O	i	i
C/C=C(\C)CN1CCC(n2nccc2NC(=O)c2ccc(OC)cc2)CC1	i	i
CC1=C(C#N)C(NC(=O)c2ccc(Cl)cc2)(C(F)(F)F)C(=O)N1 (configuration not stated)	i	i
O=C(C1CCCN1S(=O)(=O)c1cccc2cccnc12)N1CCn2c1nc1ccccc12 (configuration not stated)	i	i
CCOC(=O)c1sc(NC(=O)c2ccoc2C)c(C(N)=O)c1C	i	i
COc1cc(C(=O)Nc2ccc(C(N)=O)cc2)c([N+](=O)[O-])cc1OC	i	i
O=C1c2cccnc2C(=O)N1Cc1ccc(S(=O)(=O)NCc2ccco2)cc1	i	i
O=C(NNC(=S)NCC1CCCO1)c1cc(Br)ccc1Cl (configuration not stated)	i	i
CNC(=O)NNC(=O)c1csc(Cc2c(Cl)sc3ccc(Cl)cc23)n1	i	i
COc1ccc(C(=O)c2c[nH]c(C(=O)NCc3cccs3)c2)cc1	i	i
Cc1nonc1NC(=O)OC1CCCCC1	i	i
Cc1cc(C)c(NC(=O)COC(=O)Cc2ccsc2)c(C)c1	i	i
CC(=O)c1ccc(OCc2cc(C(=O)NCCn3nc(C)cc3C)no2)cc1	i	i
CSc1ccccc1NC(=O)CN(C)Cc1cc(=O)n2ccsc2n1	i	i
CCN1CCN(c2ccc(S(=O)(=O)N3CCOCC3)cc2NC(=O)c2ccc(Cl)s2)CC1	i	i
CCOC(CNC(=O)CN1C(=O)COc2ccc(S(=O)(=O)N3CC(C)CC(C)C3)cc21)OCC (configuration not stated)	i	i
O=C(NCc1ccccc1)C(=O)NCC1OCCCN1S(=O)(=O)c1cccs1 (configuration not stated)	i	i
Cc1cc(O)c(C(=O)/C=C/c2ccc(C(C)C)cc2)c(=O)o1	i	i
CCOC(=O)c1sc(NC(=O)c2sccc2C)cc1C	i	i
Cc1cc(C(=O)NN=C2CCCC2)c2ccccc2n1	i	i
COc1cc(/C=N/NC(=O)CCN2CCN(C)CC2)cc2c1OCO2	i	i
Cc1ccc(C2NC(=O)NC(O)(C(F)(F)F)C2C(=O)c2ccccc2)o1 (configuration not stated)	i	i
O=C(NC1CCCCC1)N1CCN(Cc2ccco2)CC1	i	i
C#CCn1c(O)c(N=NC(=O)CNC(=O)/C=C/c2ccccc2)c2ccccc21	i	i
Cc1cc(C(=O)COC(=O)Cc2n[nH]c(=O)c3ccccc23)c(C)n1-c1ccc2c(c1)OCCO2	i	i
Cc1cccc(NC(=S)N(CCN(C)C)C(C)c2ccccn2)c1 (configuration not stated)	i	i
CC(C)CCNC(=O)C1CCCCN1S(=O)(=O)c1ccc(F)cc1 (configuration not stated)	i	i
O=C1OC(/C(=C\NCc2ccccc2)[N+](=O)[O-])c2ccccc21 (configuration not stated)	i	i
NC(=O)CNC(=O)c1cccc(Cl)c1	i	i
Cc1ccc(C2Nc3cccc4cccc(c34)N2)cc1	i	i
Cn1cc(C(=O)c2cccc(Cl)c2)cc1C#N	i	i
O=C(NCCCn1ccnc1)C(=O)NCC(c1cccnc1)N1CCN(c2ccc(F)cc2)CC1 (configuration not stated)	i	i
FC(F)(F)c1cnc(Oc2ccccc2-c2nnco2)c(Cl)c1	i	i
O=C1CCCN1CCCNS(=O)(=O)c1ccc(Br)cc1	i	i
Cc1cc(Cl)ccc1OCC(=O)NC(=S)Nc1ccccc1N1CCOCC1	i	i
Cc1ccc(N2C(=O)[C@@H]3[C@H](C2=O)C2c4ccccc4C=CN2[C@@H]3C(=O)c2ccco2)c(C)c1 (some centres not stated)	i	i
O=C(Nc1ccccc1C(=O)NCc1cccnc1)c1ccco1	i	i
COc1ccc(CCN2C(=O)NC(NS(=O)(=O)c3ccccc3)(C(F)(F)F)C2=O)cc1OC (configuration not stated)	i	i
COc1ccc(N=C(C)c2sc3ccccc3c2O)cc1	i	i
CC(=O)c1ccc(N2CCN(C(=O)c3cc4c(s3)CCCC4)CC2)cc1	i	i
O=C1OCc2cccc([N+](=O)[O-])c21	i	i
COc1cccc(C(=O)Cn2c(=N)n(C)c3ccccc32)c1	i	i
Cc1[nH][nH]c(=O)c1N=Nc1ccccc1C#N	i	i
Cc1ccccc1NS(=O)(=O)c1ccc(OCC(=O)N2CCCCC2)cc1	i	i
COc1cccc(CN2CCc3ccc(NC(=O)CCc4ccc(C)cc4)cc3C2)c1O	i	i

Later entries:
SMILES	CHT allo act	CHT inh
COc1cc(NC(=O)c2ccccc2)c(OC)cc1NC(C)=O	i	i
NS(=O)(=O)c1ccc(CCNC(=O)CNC(=O)COc2ccccc2)cc1	i	i
CCCCn1c(=O)c(C(=O)OCC)c(O)c2ccccc21	i	i
CCc1nnc(NC(=O)CSc2nc3cccnc3n2Cc2ccccc2)s1	i	i
CC1Nc2ncnc(N3CCc4ccccc4C3)c2N(Cc2ccc(Br)cc2)C1=O (configuration not stated)	i	i
CC(=O)Nc1ccc(NC(=O)C(C)OC(=O)CNS(=O)(=O)/C=C/c2ccc(C)cc2)cc1 (configuration not stated)	i	i
COC(=O)COc1cccc2c(=O)n(CC(=O)N3CCC(C)CC3)ccc12	i	i
CC(C)c1ccccc1OCCCN1CCCC1	i	i
Cc1ccccc1NC(=O)NCCCN1CCN(C2CCCCC2)CC1	i	i
CCCCNC(=O)CCSc1nc2nc(C)cc(C)n2n1	i	i
Cc1ccc(NC(=O)/C(C#N)=C/c2cc(C)n(-c3ccc(N4CCOCC4)c([N+](=O)[O-])c3)c2C)c(C)c1	i	i
O=C1c2ccccc2C(=O)N1CCSc1nncs1	i	i
N/C(CS(=O)(=O)c1ccccn1)=N\OC(=O)c1ccccc1Cl	i	i
N#Cc1c(NCc2ccccc2)ccnc1Cl	i	i
CC(O)(c1ccccc1)C(c1ccccc1)C1CCCCN1 (configuration not stated)	i	i
CC(C)OC(=O)/C(C#N)=C/c1cn(Cc2ccccc2)c2ccccc12	i	i
COc1ccc(-n2c(SCC(=O)Nc3ccc(C(=O)O)cc3)nnc2-c2cccs2)cc1	i	i
CN(C)c1ccc(S(=O)(=O)N2CCCCC2)cc1NC(=O)CN1C(=O)NC2(CCCC2)C1=O	i	i
COc1ccc(NC(=O)CCN2CCCC(C)C2)cc1 (configuration not stated)	i	i
CCOC(=O)C1CCN(c2c(NCCCN(CC)Cc3ccccc3)c(=O)c2=O)CC1	i	i
CC1CCCCN1CC(=O)Nc1cc(S(=O)(=O)N2CCOCC2)ccc1N1CCCC1 (configuration not stated)	i	i
Cc1ccc(NC(=O)C2CCN(S(=O)(=O)c3cccs3)CC2)cc1C	i	i
NNC(=O)CSc1nnc(-c2ccccc2)n1-c1ccccc1	i	i
CCN=c1sc(C(=O)OC)cc(=O)n1CC	i	i
O=C(C1CCC(N2C(=O)C3CC=CCC3C2=O)CC1)N1CCCCC1 (configuration not stated)	i	i
Cc1cc(C)n(C(=O)/C(C#N)=N/Nc2cc(Cl)cc(Cl)c2)n1	i	i
Cc1ccccc1S(=O)(=O)c1c(C)cc(-c2ccccc2)[nH]c1=O	i	i
O=C1CC(N2CCN(C/C=C/c3ccccc3)CC2)C(=O)N1Cc1ccc(N2CCCC2=O)cc1 (configuration not stated)	i	i
Cc1[nH]c2ccc(C(=O)OC(C)C(=O)N(C)c3ccccc3)cc2c1C (configuration not stated)	i	i
CCOc1ccccc1NC(=O)CSc1ccc2nnc(-c3cccnc3)n2n1	i	i
O=C(O)CCCC(=O)Nc1ccccc1Br	i	i
CC(=O)c1sc(N/N=C\c2ccc(C)cc2)nc1C	i	i
O=C(N/N=C\C=C\c1ccc2c(c1)OCO2)c1cccnc1	i	i
CCOc1ccc(NC(=O)CCN2C(=O)C3CCCCC3C2=O)cc1OCC (configuration not stated)	i	i
COCCn1c(=O)[nH]c(=O)c2c1nc(-c1ccc(-c3ccc(Cl)cc3[N+](=O)[O-])o1)n2Cc1ccccc1	i	i
CCOC(=O)N1CCC(NC(=O)CN2C(=O)CSc3ncccc32)CC1	i	i
Cc1cccc(-c2nc(S(=O)(=O)c3ccccc3)c(N3CCOCC3)o2)c1	i	i
O=C(NCc1ccco1)C1CCCN(S(=O)(=O)c2cccc3cccnc23)C1 (configuration not stated)	i	i
O=C(c1ccccc1)N1CCCCCC1	i	i
CCOC(=O)c1c(C(C)(C)C)oc2ccc(O)cc12	i	i
C[C@H](NC(=O)c1nc[nH]c1C(=O)NCC(=O)OC(C)(C)C)C(=O)OCc1ccccc1	i	i
COc1ccccc1/C=C(/C(=O)OCC(=O)Nc1ccc(N(C)C)cc1)c1ccccc1	i	i
Cc1cccc(NC(=O)c2ccc3[nH]c(=O)c(=O)[nH]c3c2)n1	i	i
Cc1ccc(S(=O)(=O)N2CCCOC2CNC(=O)C(=O)NCCCn2ccnc2)cc1 (configuration not stated)	i	i
Cc1ccccc1OCC(=O)NCCc1nc2ccccc2[nH]1	i	i
CCOC(=O)c1cnc2c(C)c(Cl)ccc2c1N1CCOCC1	i	i
CC1CCc2cc(F)ccc2N1C(=O)CSc1nnc2c3cc(F)ccc3n(C)c2n1 (configuration not stated)	i	i
CC(C)n1cc(/C=C2/NC(=O)NC2=O)c2ccccc21	i	i
COc1ccccc1C(=O)N/C(=C\c1ccccc1)C(=O)NC(Cc1ccccc1)C(=O)O (configuration not stated)	i	i
Cc1ccc(CCNC(=O)CNS(=O)(=O)c2ccc3nc(C)sc3c2)cc1	i	i
CC(C)C[C@H](NC(=O)c1nc[nH]c1C(=O)N1CCc2ccccc2C1)C(=O)OC(C)(C)C	i	i
O=C(NN=C1CCN(Cc2ccccc2)CC1)c1cc2ccccc2cc1O	i	i
CC1CN(C(=O)COC(=O)c2ccc(O)cc2)CC(C)O1 (configuration not stated)	i	i
CN(C)C(CNC(=O)CCc1c[nH]c2ccccc12)c1ccccc1 (configuration not stated)	i	i
CC(=O)Nc1ccc(NC(=O)CS(=O)(=O)c2cn(CC(=O)N3CCC(C)CC3)c3ccccc23)cc1	i	i
O=c1[nH]nc(SCc2ccccc2)n1C1CC2C=CC1C2 (configuration not stated)	i	i
